# mABHD4 FP = inhibitors of mouse ABHD4. 0.54% of 370,000 active. purified mABHD4, FP-Rh probe fluorescence polarization. AID 720543. Q8VD66. inhibition, % at 8.92 µM;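 active means inhibition exceeding the mean over every tested compound plus 3 SD, cut at about 30% in these data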;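 further: 0% = plate median of compound wells and 100% = S159A mutant with DMSO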
#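 Assay system: Wild-type mouse ABHD4 protein | Medium: HEPES pH 7.0 buffer, 150 mM NaCl, 0.01% Pluronic F-127 | Incubation: Enzyme–compound pre-incubation 45 min, then probe 60 min, both 25 °C | Technique: Fluorescence polarization with parallel and perpendicular emission, 525/598 nm | Evaluation: % inhibition of FP-Rh probe binding versus controls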
# NR1D1 modulator = modulates human Rev-erb alpha binding to DNA. P20393. Rev-erbα–FITC-DNA binding, fluorescence polarization, 90 min. activity, % at 10 µM. 0.79% of 370,000 active. AID 1259318;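 active means activity above about 14%, limit read from the data; passing the limit was not always enough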;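 further: 0% = DMSO wells with 35 nM protein and 100% = DMSO wells with 750 nM protein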
# Target sequence (P20393 whole entry, looked up): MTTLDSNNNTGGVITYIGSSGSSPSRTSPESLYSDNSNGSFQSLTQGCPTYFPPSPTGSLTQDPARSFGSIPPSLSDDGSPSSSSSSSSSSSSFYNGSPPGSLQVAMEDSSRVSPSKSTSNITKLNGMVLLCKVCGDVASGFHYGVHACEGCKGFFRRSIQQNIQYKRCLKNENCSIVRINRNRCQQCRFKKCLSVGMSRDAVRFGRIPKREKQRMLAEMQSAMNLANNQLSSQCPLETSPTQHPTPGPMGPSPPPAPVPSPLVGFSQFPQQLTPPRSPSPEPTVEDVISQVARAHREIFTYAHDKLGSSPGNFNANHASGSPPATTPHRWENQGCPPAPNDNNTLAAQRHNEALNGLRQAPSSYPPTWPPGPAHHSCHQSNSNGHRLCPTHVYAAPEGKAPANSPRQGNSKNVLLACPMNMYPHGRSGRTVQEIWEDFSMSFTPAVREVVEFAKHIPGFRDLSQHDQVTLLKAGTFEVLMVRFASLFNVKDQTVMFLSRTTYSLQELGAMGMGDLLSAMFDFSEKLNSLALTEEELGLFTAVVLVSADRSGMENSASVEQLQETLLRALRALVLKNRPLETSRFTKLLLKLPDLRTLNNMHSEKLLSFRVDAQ
# TCR CD3 inh = blocks the human TCR-CD3 interaction. inhibition, % at 9.4 µM. AID 651800. TAMRA-labeled TCR probe fluorescence, biochemical. 0.37% of 360,000 active; in the data active means inhibition above about 19%;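 further: recombinant mutant TCR 2C K166C tagged with TAMRA read by polarization; 0% = receptor in buffer alone and 100% = receptor with positive control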
# HTRA1 inhibitor = inhibitors of human serine peptidase HTRA1. Q92743. recombinant HTRA1, FP-rhodamine activity-based probe, fluorescence polarization. inhibition, % at 5.96 µM. 0.5% of 340,000 active. AID 504803; in the data active means inhibition above about 36%;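 further: 0% = enzyme with DMSO and 100% = wells lacking enzyme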
# UHRF1 binding = human UHRF1 methylated DNA binding inhibitors; Q96T88; UHRF1 binding to methylated oligo, TR-FRET; inhibition, % at 4.4 µM; 0.75% of 370,000 active; in the data active means inhibition above about 21%;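 further: UHRF1 SRA domain binding a hemimethylated CpG hairpin DNA probe; 0% = median of test compound wells and 100% = reference inhibitor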
# rCAG binder = molecules binding r(CAG) RNA repeats. r(CAG) RNA repeat, TO-PRO-1 dye displacement fluorescence. inhibition, % at 3 µM. 1.3% of 370,000 active. AID 651821;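 active means inhibition above the plate cutoff, the mean of all test compounds on that plate plus 3 SD, cut at about 35% in these data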;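 further: 0% = DMSO alone and 100% = 100 µM mitoxantrone as full dye displacement; higher means more dye released from RNA so lower well fluorescence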
# LEDGF integ inh = blocks HIV-1 LEDGF/p75-dependent DNA integration; TR-FRET IN-LEDGF/p75 DNA integration, Eu/Cy5; inhibition, % at 3.7 µM; 0.64% of 370,000 active; AID 743269;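 active means inhibition above the screen-wide mean plus 3 SD, cut at about 13% in these data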;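 further: signal is the Cy5 over europium emission ratio at 671 and 618 nm; 0% = plate median of compound wells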
# PRMT1 FP inh = inhibitors of human PRMT1; Q99873; AID 652257; 1.3% of 370,000 active; inhibition, % at 2.79 µM; recombinant PRMT1, activity-based probe fluorescence polarization;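 active means inhibition above about 21% made by adding two undisclosed values, limit read from the data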
# PG9 Ab binder = binds the HIV-1 gp120 antibody PG9. TR-FRET gp120-PG9 antibody binding. 0.43% of 360,000 active. inhibition, % at 6.7 µM; in the data active means inhibition above about 8.5%
# MBD2 inh = MBD2-methylated oligo binding inhibition | inhibition, % at 4.4 µM | AID 686964 | 0.31% of 370,000 active | TR-FRET, MBD2 binding to methylated oligonucleotide | Q9UBB5; in the data active means inhibition above about 13%
# Target sequence (Q9UBB5 whole entry, looked up): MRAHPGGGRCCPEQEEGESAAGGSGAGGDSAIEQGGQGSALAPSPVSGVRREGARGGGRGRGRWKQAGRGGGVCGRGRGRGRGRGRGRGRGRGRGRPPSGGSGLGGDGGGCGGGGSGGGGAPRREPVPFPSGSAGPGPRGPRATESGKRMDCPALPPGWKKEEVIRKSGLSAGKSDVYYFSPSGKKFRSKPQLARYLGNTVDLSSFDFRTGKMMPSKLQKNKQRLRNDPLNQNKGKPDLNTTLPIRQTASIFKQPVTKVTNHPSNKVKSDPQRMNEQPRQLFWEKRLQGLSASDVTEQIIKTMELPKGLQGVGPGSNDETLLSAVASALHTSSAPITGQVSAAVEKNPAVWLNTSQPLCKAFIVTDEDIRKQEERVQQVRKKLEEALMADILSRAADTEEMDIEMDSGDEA
# * = called active by the depositor; x = not tested or not shown. Only part of the results is shown; rates above refer to the full screens.
Structure,TCR CD3 inh,LEDGF integ inh,PG9 Ab binder,PRMT1 FP inh,mABHD4 FP,UHRF1 binding,MBD2 inh,rCAG binder,HTRA1 inhibitor,NR1D1 modulator
Clc1ccccc1OCCN1CCC(Cc2ccccc2)CC1,1,1,0.5,3,27,2,0,-9,0,-4
c1ccc(Cn2c(Sc3nnnn3-c3ccccc3)nnc2-c2ccccc2)cc1,0,0,1.7,-3,5,-4,-2,-5,-7,-5
O=C(Cn1cnc2ccccc2c1=O)Nc1ccc(S(=O)(=O)N2CCCC2)cc1,6,0,-0.8,0,-1,-1,2,4,5,-2
COc1ccccc1OCCNC(=O)C(c1ccccc1)c1ccccc1,7,4,-0.2,4,0,3,1,-9,-9,-3
COC(=O)c1cc2c(c3c4cc(C)ccc4n(S(=O)(=O)c4ccc(OC)cc4)c13)C(=O)N(C)C2,-7,-2,0.3,0,-1,-1,-2,13,x,3
CCn1c2c(c3cc(Br)ccc31)CCC/C2=N\O,1,-5,16*,5,-26,4,6,8,-1,14
O=C1OC(CN(Cc2ccccc2)Cc2ccccc2)CN1N=Cc1ccc([N+](=O)[O-])o1 (stereo not drawn),-4,4,-3.4,4,6,2,-3,12,1,-11
COc1ccccc1/C(O)=C(\C#N)c1nc2ccccc2[nH]1,-3,0,-4.2,-4,-1,-2,-2,0,2,1
CCc1ccc(-c2cc(C)no2)cc1S(=O)(=O)NCCCN1CCN(c2ccccc2)CC1,0,-4,0.9,3,0,4,2,-3,-13,6
Cc1ccc(NC(=O)CN2C(=O)N/C(=C/c3ccco3)C2=O)cc1,14,21*,-2.1,17,3,34*,11,21,9,-29
CCC(C)(C)NC(=O)CN(Cc1ccc2c(c1)OCO2)C(=O)CCC(=O)Nc1cc(C)ccn1,10,3,0.0,1,0,-1,1,-13,-2,-2
Cc1cccc(C(=O)NCCc2ccc(S(N)(=O)=O)cc2)c1[N+](=O)[O-],10,3,0.4,0,-7,2,-2,6,-3,-1
CCOC(=O)C1C(c2cccc([N+](=O)[O-])c2)C2C(=O)NN=C2CC1(C)O (stereo not drawn),1,-2,-1.5,0,4,-1,1,-1,-4,-2
O=C(NCCCn1ccnc1)/C(=C\c1cccnc1)NC(=O)c1ccccc1Br,-2,-1,-1.9,-1,7,-2,0,-1,2,-2
CC(=O)c1ccccc1NC(=O)COC(=O)Cc1cccc(C(F)(F)F)c1,-5,-3,1.7,6,-1,2,-3,-1,5,6
Cc1ccc(NC(=O)CSc2nnc3ccc(-c4ccncc4)nn23)cc1,3,4,-1.6,-8,-4,-3,-4,0,4,-1
Cc1ccc(S(=O)(=O)NCC2CCC(C(=O)N3CCN(C)CC3)CC2)cc1 (stereo not drawn),5,-1,-2.9,-5,-1,-2,-6,-4,-7,-5
COCCNC(=O)C1Cc2c(ccc3ccccc23)O1 (stereo not drawn),-7,5,2.9,6,-1,3,5,4,-3,3
Cc1ccc(C)c(C(=O)CN2C(=O)c3ccccc3S2(=O)=O)c1,-2,-7,0.4,0,5,-2,-2,-2,0,-9
CCCCn1c(N)c(N(CC)C(=O)c2ccc([N+](=O)[O-])c(C)c2)c(=O)[nH]c1=O,-3,-2,0.8,-1,2,2,-5,2,2,-6
CN1CCN(Cc2c(C#N)c3ccccc3n2C)CC1,-7,1,2.8,3,-9,3,2,0,2,-1
S=C1NCCNC(=S)NCCOCCOCCOCCN1,-3,2,0.9,8,-4,6,9,0,6,9
CCc1cc(=O)oc2c(C)c(OCC(=O)NCCCN3CCOCC3)ccc12,7,0,0.7,-3,0,0,0,-5,-5,8
CCS(=O)(=O)N1CCN(c2ccccc2F)CC1,7,-1,0.1,0,-1,-1,0,-4,8,x
Cc1ccc(N/C(N)=N/c2nc(C(F)(F)F)cc(C(F)(F)F)n2)cc1,-4,-1,0.4,0,2,-1,4,0,-6,1
Cc1ccc(N(CC(=O)NC2CCCC2)C(=O)CCC(=O)Nc2nccs2)c(C)c1,-3,2,-2.6,-5,1,0,4,1,-4,-1
CCOC(=O)N1CCN(C(=O)C2CCN(Cc3nc(-c4ccccc4C)oc3C)CC2)CC1,2,0,-0.2,-3,0,-2,3,-2,15,-7
COc1ccc(-c2nc(-c3ccncc3)no2)cc1,-3,1,-0.2,3,1,-1,7,-3,7,4
CCOc1ccc(C(C)=O)cc1CN1C(=O)NC(C)(C2CC2)C1=O (stereo not drawn),4,-4,1.3,1,8,-1,-3,3,-4,-2
CCOc1cc(NC(=S)Nc2cccc(OC)c2)c(OCC)cc1NC(=O)c1ccc(C)cc1,4,-3,-1.9,-1,9,-1,-6,4,6,6

# Remaining list, next part.
Structure,TCR CD3 inh,LEDGF integ inh,PG9 Ab binder,PRMT1 FP inh,mABHD4 FP,UHRF1 binding,MBD2 inh,rCAG binder,HTRA1 inhibitor,NR1D1 modulator
CN1CCOc2ccc(S(=O)(=O)NCCc3ccc(Cl)cc3)cc21,11,7,-1.7,-2,12,30*,5,6,0,-2
O=[N+]([O-])c1cccnc1SCc1c(F)cccc1Cl,-5,2,0.3,6,1,1,2,0,-13,5
O=C(NC1CCCCC1)N1CCN(Cc2nc3ccccc3c(=O)[nH]2)CC1,-3,0,0.2,1,3,2,6,-8,0,1
CN(Cc1n[nH]c(=S)n1C)S(=O)(=O)c1ccccc1,5,-2,-2.4,-1,1,0,4,-1,-8,5
CCOC(=O)[C@]12CCCC=C1N(Cc1ccc3c(c1)OCO3)C(=O)[C@H](CC(=O)NCCC(C)C)C2,-2,0,-1.1,10,-9,0,0,2,x,3
CN(C)/C=C/C(=O)c1cccc(C(F)(F)F)c1,-4,-6,-0.4,1,-2,3,2,-1,-4,0
Cc1ccc2c(c1)-n1c(nc3cc(F)ccc3c1=O)C(Cc1ccccc1)NC2=O (stereo not drawn),-8,0,1.1,0,0,-1,1,-1,x,-5
CCOc1cccc(OCCOCCN(C)Cc2ccccc2)c1,-1,3,-0.5,-2,2,2,2,-8,5,-2
CCOc1cc(/C=N/NC(=O)CSc2nncn2C)ccc1OC(=O)c1ccc(Cl)cc1,8,0,-2.5,0,-8,0,1,-2,-7,1
Cc1ccc([C@H]2C(C(=O)O)=CC[C@@H](c3ccc(Cl)cc3)N2S(=O)(=O)c2ccc(C)cc2)cc1,-7,0,0.0,2,1,1,0,80*,-41,-3
CSCCC(NS(=O)(=O)c1ccccc1F)C(=O)OCc1ccccc1Cl (stereo not drawn),-10,-1,0.9,2,-6,2,-4,-3,-26,4
N#Cc1cccc(C#N)c1Oc1ccc(S(=O)(=O)Nc2ccc(Cl)cc2)cc1,1,3,-1.4,1,-8,-2,-3,8,-26,-1
O=C(Nc1ccc(Cl)cc1F)c1cc(S(=O)(=O)N2CCCCC2)ccc1F,-5,-5,0.5,3,7,6,-3,0,4,-2
CCCCNC(=O)c1nc(-c2cc3ccccc3[nH]2)oc1-c1cccc(C(F)(F)F)c1,12,4,-0.6,-3,0,-3,-7,3,x,-3
O=C(CN(c1ccccc1Cl)S(=O)(=O)c1ccccc1)NCc1ccccc1,-10,1,0.6,-1,6,2,-1,-1,-15,-6
CCCCNC(=O)CCCN1C(=O)c2cccnc2Sc2ccccc21,5,-1,-0.4,-3,-3,-5,3,-4,11,0
O=C(NCc1ccccc1)C1(C(F)(F)F)C/C(=C/CCO)CCCO1 (stereo not drawn),7,0,-1.4,-1,-4,-2,-3,-1,5,5
CC(=O)NC1C(=O)N(Cc2ccccc2)c2ccc(Br)cc21 (stereo not drawn),3,-6,0.7,-1,-7,-2,-6,5,-5,-3
CCc1ccc(OC(=O)/C=C/c2ccco2)cc1,4,15*,-2.7,5,8,13,-2,6,-6,-5
COc1ccc(-c2nc(N)n(S(=O)(=O)c3ccc(C)cc3)n2)cc1,6,-4,-1.5,-3,-9,0,-4,3,-22,-1
O=C(CSc1nc2ccccc2n1Cc1ccccc1Cl)N/N=C/c1ccccc1C(=O)O,0,0,-0.2,5,-1,0,5,39*,-29,2
COc1cc2cc(CCCO)oc(=O)c2cc1OC,2,0,0.0,-3,-4,0,-5,1,4,3
Nc1nc(Cl)cc(Nc2ccccc2Cl)n1,1,2,-0.5,-1,-3,-2,-5,0,-17,-1
CCN(CC)S(=O)(=O)c1ccc(NS(=O)(=O)c2ccc3oc(=O)[nH]c3c2)cc1,4,0,-1.5,0,-3,0,2,8,1,-5
COc1ccccc1OCC(=O)NCC1CCCN(C(=O)c2ccccc2SC)C1 (stereo not drawn),4,1,3.5,1,3,3,1,-5,1,-2
CC(C)c1ccc(C(=O)N2CCCC(c3cc(C(=O)Nc4ccccc4Cl)no3)C2)cc1 (stereo not drawn),-1,4,-0.2,-1,0,2,4,4,x,1
CCN1CCN(CCCN(Cc2ccco2)C(=S)Nc2ccccc2Cl)CC1,1,0,0.6,1,13,0,5,-6,-1,1
O=C(NC(Cc1ccccc1)C(=O)O)/C(=C\c1ccco1)NC(=O)c1ccco1 (stereo not drawn),4,7,-2.5,14,0,-3,-8,7,6,2
COc1ccc(CN2C3CCC2CC(NC(=O)c2cc(OC)c(OC)c(OC)c2)C3)cc1 (stereo not drawn),8,-5,-0.9,-4,1,0,2,-7,-2,2
Cc1ccccc1OCC(=O)OCC(=O)Nc1cc(C(F)(F)F)ccc1N1CCOCC1,5,17*,-1.1,0,-3,-1,-9,-6,-2,7

# 2 records drawn at random from the list so far:
Structure,TCR CD3 inh,LEDGF integ inh,PG9 Ab binder,PRMT1 FP inh,mABHD4 FP,UHRF1 binding,MBD2 inh,rCAG binder,HTRA1 inhibitor,NR1D1 modulator
Cc1ccccc1OCC(=O)OCC(=O)Nc1cc(C(F)(F)F)ccc1N1CCOCC1,5,17*,-1.1,0,-3,-1,-9,-6,-2,7
O=[N+]([O-])c1cccnc1SCc1c(F)cccc1Cl,-5,2,0.3,6,1,1,2,0,-13,5

# (more compounds)
Structure,TCR CD3 inh,LEDGF integ inh,PG9 Ab binder,PRMT1 FP inh,mABHD4 FP,UHRF1 binding,MBD2 inh,rCAG binder,HTRA1 inhibitor,NR1D1 modulator
COc1cc(OC)c2c(C)c(Cl)c(=O)oc2c1,-2,-7,0.8,4,-21,1,5,2,1,4
CC(Oc1cc2oc(=O)c3c(c2cc1Cl)CCC3)C(=O)NCCCn1ccnc1 (stereo not drawn),-1,-7,-0.7,4,7,2,0,1,4,-5
COc1ccc(S(=O)(=O)N2CCOCC2)cc1NC(=O)CN1CCCc2ccccc21,-4,1,0.0,3,-1,-4,-6,7,-4,-6
Cc1cccc(CSc2nnc(Cn3c(=O)sc4ccccc43)n2C)c1,6,-1,-0.5,-4,5,1,-2,-1,-1,-1
O=C(Cn1c(=O)n(Cc2ccc(F)cc2)c(=O)c2ccccc21)NCC1CCCO1 (stereo not drawn),3,-3,-2.2,1,-3,1,-5,-4,2,2
CCc1nc(SCC(=O)Nc2nnc(C(C)C)s2)n[nH]1,4,0,-1.9,3,-1,5,0,2,2,-6
Cc1ccc(S(=O)(=O)N2CCC(C(=O)N3CCCCCCC3)CC2)cc1C,-7,4,3.2,3,-2,8,8,2,-3,1
CN(Cc1ccc(N(C)C)cc1)C(=O)c1cc2ccccc2o1,3,2,-1.9,-4,-1,0,0,-3,-7,-4
CCOC(=O)C1=C(COC(=O)CNS(=O)(=O)c2c(F)cc(F)cc2Br)NC(=O)NC1C (stereo not drawn),4,0,0.7,-2,3,-2,-9,2,1,1
COc1ccc(Cl)cc1NC(=O)[C@@]1(CC(=O)O)CC(/C=C/c2ccccc2)=NO1,-4,6,-1.5,1,3,2,-1,38*,-7,0
